Screening data: PubChem, National Center for Advancing Translational Sciences (NCATS)
GAA spleen mod: lysosomal alpha-glucosidase (human) modulation. Potency, µM (series often up to 79.9 µM), for the others: at the top dose activity change, negative = inhibition, usual class: inhibitors. human spleen homogenate, 4-MU-alpha-glucoside fluorescence. P10253. hit rate 0.006% among 240,000. AID 2112;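 further: 0% = enzyme with vehicle and -100% = no enzyme basal signal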
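Human spleen homogenate (1 ug) incubated with compounds and 1 mM 4-methylumbelliferyl-alpha-D-glucopyranoside in pH 5.0 citrate/phosphate buffer, 37 C, 40 min. Stopped at pH 10; 4-MU fluorescence (Ex 365/Em 440 nm); AC50 by Hill fit.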
GLA spleen mod: alpha-galactosidase A (human) modulation | hit rate 0.008% among 240,000 | Potency, µM (top dose mostly 80 µM), without a hit: top-dose activity change, negative = inhibition, usual class: inhibitors | AID 2107 | human spleen homogenate, 4MU-alpha-Gal fluorescence, 40 min;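 further: 0% = enzyme with vehicle and -100% = no enzyme basal signal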
Target sequence (P06280 32-429 limits assumed): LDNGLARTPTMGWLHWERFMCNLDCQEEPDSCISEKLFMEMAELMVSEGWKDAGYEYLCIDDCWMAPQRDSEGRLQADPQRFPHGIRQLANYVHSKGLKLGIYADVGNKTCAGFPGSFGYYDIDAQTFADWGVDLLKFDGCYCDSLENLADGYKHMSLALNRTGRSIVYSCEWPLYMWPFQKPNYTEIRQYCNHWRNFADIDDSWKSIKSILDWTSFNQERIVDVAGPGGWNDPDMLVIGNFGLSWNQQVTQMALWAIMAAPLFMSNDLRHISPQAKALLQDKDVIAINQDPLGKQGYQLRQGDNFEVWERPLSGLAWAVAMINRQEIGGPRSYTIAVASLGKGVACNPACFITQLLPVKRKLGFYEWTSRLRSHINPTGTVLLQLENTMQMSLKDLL
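Human spleen homogenate (1 ug) as enzyme source, 4-methylumbelliferyl-alpha-D-galactopyranoside 1 mM final, citrate/phosphate pH 5.0 with 0.01% Tween-20. Compounds 40 min at 37C, NaOH/glycine stop; fluorescence Ex 365/Em 440, Hill-fit AC50.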
ALDH1A1 block: blocks purified human ALDH1A1 activity | Purified ALDH1A1, NADH fluorescence, propionaldehyde substrate | Potency, µM (titrated, usually from 75.3 µM), for inactives: at the highest dose activity, negative = inhibition, actives largely listed as inhibitors | hit rate 7.3% among 220,000; active means well fitted inhibition curve with a large enough effect, not every such curve was filed as active; inconclusive means small, poorly fitted or top-dose-only effect, or another doubt; inactive means no such curve, though single readings can be large or run the other way;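 further: plate controls were no enzyme wells and a reference inhibitor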
GAA glycogen mod: alters human alpha-glucosidase cleavage of glycogen; recombinant GAA, glycogen substrate, Amplex Red glucose oxidase fluorescence; Potency, µM (highest dose often 76.4 µM), for inactives: top-dose activity change, negative = inhibition, usual class: inhibitors; hit rate 0.38% among 300,000; AID 2100;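 further: 0% = full enzyme reaction and -100% = no-enzyme basal signal; the screen sought inhibitors and activators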
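Recombinant human alpha-glucosidase (4 nM final) hydrolysed bovine liver glycogen (30 ug) for 40 min at 37 C in pH 5.0 citrate/phosphate with 0.01% Tween-20. Released glucose detected by glucose oxidase/Amplex Red, Ex 573/Em 610 nm. Compounds up to 77 uM; AC50 from Hill fits.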
KDM4E inh: inhibitors of human JMJD2E histone demethylase; hit rate 1.6% among 230,000; AID 2147; B2RXH2; Potency, µM (top dose mostly 57.1 µM), for the others: at the top dose activity change, negative = inhibition, hits mostly inhibitors; JMJD2E catalytic domain, FDH-coupled NADH fluorescence (FDH is formaldehyde dehydrogenase); active means well fitted inhibition curve with a large enough effect, not every such curve was filed as active; inconclusive means small, poorly fitted or top-dose-only effect, or another doubt; inactive means no such curve, though single readings can be large or run the other way;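 further: 0% = wells with enzyme and -100% = buffer wells without enzyme; nearly all actives have a fitted effect of over 50% in size; many of its hits are not listed in these tables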
Target sequence (B2RXH2 1-337 limits assumed): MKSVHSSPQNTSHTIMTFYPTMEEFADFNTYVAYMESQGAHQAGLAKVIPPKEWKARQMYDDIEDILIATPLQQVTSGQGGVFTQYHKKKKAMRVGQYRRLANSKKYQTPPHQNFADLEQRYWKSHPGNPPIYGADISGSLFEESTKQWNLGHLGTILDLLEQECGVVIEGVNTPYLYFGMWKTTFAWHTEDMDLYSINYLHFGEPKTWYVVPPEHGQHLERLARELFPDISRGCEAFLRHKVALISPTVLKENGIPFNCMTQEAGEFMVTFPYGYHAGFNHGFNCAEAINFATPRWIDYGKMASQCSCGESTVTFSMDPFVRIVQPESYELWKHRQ
RGS12 GoLoco inh: blocks human Gai1 binding to RGS12 GoLoco peptide, red readout | P63096 | Gai1:RGS12 GoLoco peptide FP, rhodamine, 10 min | Potency, µM (titrated, usually from 61.6 µM), inactives show at the top dose activity, negative = inhibition, usual class: inhibitors | hit rate 0.44% among 230,000; active means well fitted inhibition curve with a large enough effect, not every such curve was filed as active; inactive means no such curve, though single readings can be large or run the other way; further: on the % scale 0 is the no-effect control and ±100 the full control effect; nearly all actives have a fitted effect of over 30% in size; many of its hits are not listed in these tables
Target sequence (P63096 whole entry, looked up): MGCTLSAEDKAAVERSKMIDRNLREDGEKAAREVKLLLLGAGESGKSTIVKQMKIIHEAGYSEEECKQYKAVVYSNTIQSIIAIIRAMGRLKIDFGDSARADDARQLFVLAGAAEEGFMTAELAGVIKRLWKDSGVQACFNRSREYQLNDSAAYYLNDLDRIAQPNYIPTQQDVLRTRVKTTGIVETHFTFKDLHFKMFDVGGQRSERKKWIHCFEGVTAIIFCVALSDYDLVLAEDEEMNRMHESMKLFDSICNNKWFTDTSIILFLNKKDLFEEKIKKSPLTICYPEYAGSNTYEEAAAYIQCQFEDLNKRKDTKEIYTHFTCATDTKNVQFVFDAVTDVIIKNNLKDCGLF
GAA inhib: blocks human lysosomal alpha-glucosidase. purified human GAA, 4-MU-alpha-glucoside fluorescence. hit rate 0.005% among 200,000. Potency, µM (titrated, usually from 76.9 µM), without a hit: top-dose activity change, negative = inhibition, actives largely listed as inhibitors. P10253;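 further: plate controls were uninhibited enzyme wells for no effect and no-enzyme background for full effect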
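Human alpha-glucosidase, 4 nM, pre-mixed with test compounds before 400 uM 4-methylumbelliferyl substrate; 20 min room temperature at pH 5.0. Fluorescence read after pH 10 stop; AC50 values from Hill-equation fits.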
SMN2 splice enh: enhancers of SMN2 splice variant expression; HEK293 SMN2-luciferase splicing reporter, luminescence, 30-36 h; Potency, µM (highest dose often 46.1 µM), for the others: at the highest dose activity change, positive = activation, hits mostly activators; hit rate 2.8% among 210,000; AID 1458; further: % of control where 0% means no effect; nearly all actives have a fitted effect of over 55% in size
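HEK293 cells carry an SMN2 minigene-luciferase reporter in which exon 7 inclusion puts luciferase in frame. Cells were seeded at 2000 cells/well, attached for 10-12 hours, then exposed to compounds for 30-36 hours at 37C before ONE-Glo luminescence.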
Starred values were filed as active, the others as inactive; ? = inconclusive; / = not tested or not shown; & = joins results of further samples; ! = not active in a repeat; [ ] = another dose, or the depositor's remark. Unless noted, the call rests on the fitted dose curve; in most records, active means well fitted curve in the direction sought with a large enough effect; inconclusive means small, poorly fitted or top-dose-only effect, or another doubt; inactive means no such curve, though single readings can be large; an effect the other way counts as inactive or inconclusive. Potency means the concentration at half of the fitted maximal effect. These rows are one share of the data; rates above refer to the full screens.

Values run as follows: RGS12 GoLoco inh, GAA inhib, ALDH1A1 block, GAA glycogen mod, GLA spleen mod, SMN2 splice enh, GAA spleen mod, KDM4E inh
> C=C(CC1CC(O)[C@]2(C)OC3CC4OC5C[C@]6(C)O[C@]7(C)CCC8OC9C[C@]%10(C)OC%11C(C)=CC(=O)OC%11CC%10OC9C[C@@H](C)C8OC7CC6O[C@]5(C)C/C=C\C4OC3CC2O1)C(=O)O (stereo not given in full)
 : -4%, /, 4µM*, 2%, -4%, /, -2%, 2%
> CCOc1ccccc1-n1c(O)c(C=NCCCn2ccnc2)c(=O)[nH]c1=O
 : 2%, /, /, 7%, -3%, /, -1%, 0%
> CN(C)[C@@H]1C(=O)C(C(N)=O)=C(O)[C@@]2(O)C(=O)C3=C(O)c4c(O)cccc4[C@@](C)(O)[C@H]3[C@H](O)[C@@H]12
 : -33%&-37%, ?, 28µM*!, -2%, -1%&-1%, -20%&-1%, -3%&-2%, ?
> CC1(C)C(O)CC(O)[C@]2(C)C1CC(O)[C@]1(C)C2CC[C@@]2(C)C(c3ccoc3)OC(=O)C3O[C@]312 (stereo not given in full)
 : 1%, /, 10%, /, 12%, -4%, 15%, 1%
> O=C(c1cn(Cc2ccccc2)c2ccccc12)N1CCCCC1
 : -1%, -5%, -6%, 2%, 5%, 3%, 3%, 3%
> Cc1cccc(NC(=O)C(C)N2CC=C(c3ccccc3)CC2)c1 (stereo not given)
 : -1%, -8%, 9%, 4%, 0%, 2%, 3%, -13%
> COc1ccc(OC)c(C(O)C(C)N)c1 (stereo not given)
 : 13%&-5%&6%, -10%[15.4 µM], 8%&10%&10%, -9%, -8%&4%&8%, -9%&12%&-10%, -3%&11%&-10%, 1%&-3%&4%
> Clc1ccccc1
 : 4%, /, 6%, /, -2%, 1%, 8%, /
> OCC(O)[C@H]1O[C@@H]2O[C@H](C(Cl)(Cl)Cl)O[C@@H]2[C@H]1O (stereo not given in full)
 : -15%, /, -4%, /, 6%, /, -1%, /
> CC(C)C(=O)Nc1ccc([N+](=O)[O-])c(C(F)(F)F)c1
 : 8%, 3%, 2%, 6%, ?, -37%[inhibitor], -16%, 9%
> O=C(Nc1ccc(OC(F)(F)F)cc1)Oc1ccccc1N1CCCCC1
 : 3%, /, /, ?, 8%, /, 5%, ?
> O=C(CNS(=O)(=O)c1ccc(Br)s1)N1CCC2(CC1)OCCO2
 : -2%, 2%, 9%, 1%, -3%, -11%, ?, -6%
> O=C(Cl)OCc1ccccc1
 : 0%, /, ?, /, 9%, 8%, 11%, /
> OC(C#CCN1CCOCC1)(c1ccccc1)C1CCCC1 (stereo not given)
 : 10%, -1%, -6%, -8%, 3%, -34%[inhibitor], 4%, -23%
> CCOC(C(=O)OCCC[N+](C)(CC)CC)(c1ccccc1)c1ccccc1
 : -5%, 2%, 5%, 4%, 1%, -11%, -1%, 11%
> CC(=O)Nc1ccccc1C(=O)OCc1ccc(F)cc1
 : 9%, 7%, -3%, -13%, 7%, 10%, -15%, ?
> O=[N+]([O-])c1cccc(CN2CCN(Cc3ccc(Br)cc3)CC2)c1
 : -3%, -5%, ?, -9%, -3%, -41%[inhibitor], 4%, 25µM*
> CC1=C(C(=O)O)N2C(=O)C(NC(=O)CCCC(=O)O)C2SC1 (stereo not given)
 : 9%, 9%, -3%, -1%, 2%, /, -1%, -2%
> COC(=O)CCC(=O)Nc1sc(Cc2ccccc2)c(C)c1C(N)=O
 : -23%, 4%, 2µM*, 8%, 3%, -13%, 5%, ?
> CCc1ccc(N2C(=O)NC(=O)C(Cc3ccc(OC)cc3OC)C2=O)cc1 (stereo not given)
 : 10%, -4%, ?, -19%, -7%, -16%, -4%, -24%
> O=C(COC(=O)Cc1ccccc1)Nc1cccnc1Cl
 : -6%, 0%, -5%, 3%, -1%, 8%, 2%, -2%
> O=C1C2CCCC1C(N1CCCC1)CC2 (stereo not given)
 : 0%, 0%, 0%, 2%, -3%, -31%, -9%, 3%
> CC(=O)c1cc(C#N)c(N2CCN(C)CC2)nc1C
 : 9%, 1%, 4%, 26%, -9%, 16%, -7%, 0%
> C=CCn1c(O)c(C=NCCN(C)C)c(=O)[nH]c1=O
 : 5%, 2%, 5%, 9%, -1%, 4%, -3%, 0%
> Cn1c(O)c(C=NCc2ccco2)c(=O)n(C)c1=O
 : -1%, -3%, ?, 4%, 3%, -8%, 0%, 4%
> N=Cc1c(O)n(-c2ccccc2)c(=O)n(-c2ccccc2)c1=O
 : 6%, /, /, -1%, 7%, /, -1%, 10%
> CCC(=NCCCN(C)C)c1c(O)n(-c2ccc(OC)cc2)c(=O)[nH]c1=O
 : 1%, 0%, 7%, -1%, -2%, -5%, 2%, 15%
> COc1ccc(CC2(CCc3ccncc3)C(=O)NC(=O)NC2=O)cc1OC
 : 1%, 0%, 7%, 3%, 2%, 1%, 3%, 7%
> COc1ccc(C2SCC(=O)Nc3c2c(C)nn3C2CCOC(C)(C)C2)cc1 (stereo not given)
 : 2%, 10%, ?, -1%, -5%, 8%, -2%, 4%
> CN(C(=O)Oc1ccc(C(C)(C)C)cc1)c1ccccc1
 : 12%, -7%, -2%, -7%, 3%, 12%, -1%, -11%
> CCC(=NCc1ccco1)c1c(O)n(C2CCCCC2)c(=O)[nH]c1=O
 : 5%, 3%, ?, -2%, -1%, -18%, -5%, -2%
> Cc1cccc(N2CCN(C(=O)c3ccc(CNc4c(N5CCC(C)CC5)c(=O)c4=O)cc3)CC2)c1C
 : -6%, -7%, -5%, -1%, 3%, -41%[inhibitor], 6%, 2%
> c1ccc([C@H]2CNCc3ccccc32)cc1
 : 9%, /, 0%, /, -2%, /, -3%, 1%
> O=C1CC(c2ccccc2)CN1 (stereo not given)
 : -5%, /, /, -5%, 12%, /, 5%, 1%
> CCN(CC)CCNC(=O)c1c(O)c2ccccc2n(Cc2ccccc2)c1=O
 : 7%, 5%, 6%, -6%, 13%, 7%, 4%, ?
> CCOC(=O)C1OC1(C)c1ccccc1 (stereo not given)
 : -7%, /, -3%, /, 4%, 1%, 3%, /
> Cc1ccc(C2C(S(C)(=O)=O)=C(O)C(=O)N2c2ccccc2)cc1 (stereo not given) (tested in a mixture with another compound)
 : -4%, 1%, 9%, 6%, 6%, -7%, 0%, 20%
> Nc1ccc(Cl)cc1N
 : 18%, /, 8.9µM*, /, 15%, 7.1µM*, -1%, /
> Cc1nc2ccccc2c(=O)n1-c1ccccn1
 : -1%, -6%, -11%, 12%, 12%, 18%, -3%, 3%
> C[N+]1([O-])[C@@H]2CC(OC(=O)[C@@H](CO)c3ccccc3)C[C@@H]1[C@H]1O[C@H]12 (stereo not given in full)
 : -3%[14.2 µM], /, -4%[13.5 µM], /, 2%[29.1 µM], -3%[9.22 µM], 2%[29.1 µM], 0%[25.5 µM]
> CCOC(=O)c1c(C)[nH]c(C(=O)C(Cc2ccccc2)N(C)C)c1C (stereo not given)
 : 14%, ?, ?, 3%, -15%, 24%, -3%, -2%
> O=P(OCC(F)(F)C(F)F)(N1CCOCC1)N1CCOCC1
 : 2%, -2%, 11%, 7%, 5%, 7%, -7%, 1%
> CN(C(=O)Oc1ccc(C(=O)c2ccc(Cl)cc2)cc1)c1ccccc1
 : 0%, 2%, 5%, -3%, 2%, -26%, -12%, 3%
> Cc1cccc(CNCCc2ccccc2)n1
 : 6%, -4%, 10%, 3%, 6%, ?, 5%, 0%
> COC(=O)CSC1=NN1c1cc(C)nc(N)n1
 : -10%, /, 6%, -15%, 0%, /, -11%, -10%
> O=C(c1cc2nc(-c3ccccc3)cc(-c3ccccc3)n2n1)N1CCC2(CC1)OCCO2
 : 2%, ?, ?, -1%, 12%, -18%, -11%, ?
> CN1C(=O)NC(=O)C2(Cc3ccccc3N3CCOCC32)C1=O (stereo not given)
 : 4%, 3%, -1%, 6%, 7%, -18%, 3%, 5%
> O=c1[nH]c(=S)n(Cc2ccco2)c(O)c1C=NCc1cccs1
 : 16%, -3%, 7.9µM*, 15%, -1%, 11%, 4%, -2%
> CC(C)NP(=O)(NC(C)C)OP(=O)(NC(C)C)NC(C)C
 : 8%, /, ?, /, 2%, 4%, 4%, 11%
> O=C1Nc2ccc(Br)cc2C(c2ccccc2Cl)=NC1O (stereo not given)
 : 3%, 1%, 15%, 4%, -7%, -8%, 3%, -2%
> CCOC(=O)C1=C(N)Oc2cc(C)oc(=O)c2C12C(=O)N1c3c(cc(OC)cc32)C(C)=CC1(C)C (stereo not given)
 : -2%, -12%, -14%, -1%, -9%, ?, -4%, -15%
> O=C1C=CC[C@@H]2[C@H]3CCCN4CCC[C@@H](CN12)[C@@H]34
 : -2%, /, 2%, /, 5%, -3%, -1%, -3%
> O=c1[nH]c(=S)[nH]c(O)c1CN1CCCCC1
 : 15%, 1%, 5%, -3%, 8%, -14%, 3%, 1%
> c1ccc2c(N3CCNCC3)nsc2c1
 : 15%, -8%, -5%, -4%, 5%, /, 4%, ?
> Cc1cc(/C=C2/C(=O)NC(=O)N(c3ccc(Br)cc3)C2=O)c(C)n1C
 : 97%[activator], 3%[15.4 µM], 5%, 0%, 4%, /, 5%, -26%
> O=C(COc1ccc(Cl)cc1Cl)N1CCN(C/C=C/c2ccccc2)CC1
 : -5%, -11%, -10%, -16%, 0%, -8%, -1%, 0%
> O=C1CN=C(c2ccc[nH]2)c2cc(Cl)ccc2N1
 : -1%, /, /, 0%, 5%, /, 3%, -3%
> O=C1C=CC(=O)c2c(O)cccc21
 : -6%, /, 13µM*, /, -6%&4%, -9%, -4%&-6%, 7.1µM*
> CCCCn1c(O)c(C(C)=NCCCn2ccnc2)c(=O)[nH]c1=O
 : 5%, -2%, -5%, 2%, 4%, -10%, 3%, 1%
> CC12CN3CC(C)(CN(C1)C3c1cccnc1)C2=O (stereo not given)
 : 15%, 7%[15.4 µM], -2%, 8%, -8%, -10%, 2%, -5%
> O=c1[nH]c(=O)n(Cc2ccc(F)cc2)c(O)c1C=NCCCN1CCOCC1
 : 6%, 0%, 3%, 3%, 2%, -4%, -4%, 2%
> COc1ccc2[nH]c3c(c2c1)CCNC3C (stereo not given)
 : 21%, /, ?, -8%[76.3 µM], -18%, 14%, 7%, /
